KAT2A inh: qHTS Assay for Inhibitors of GCN5L2; Histone acetyltransferase KAT2A (Homo sapiens), Q92830; GCN5L2 HAT assay, ThioGlo1 CoA-SH fluorescence; Potency, µM (series often up to 58.9 µM), without a hit: at the highest dose activity change, negative = inhibition, actives largely listed as inhibitors; hit rate 0.21% among 390,000; AID 504327, 2011
Target sequence (Q92830 whole entry, looked up): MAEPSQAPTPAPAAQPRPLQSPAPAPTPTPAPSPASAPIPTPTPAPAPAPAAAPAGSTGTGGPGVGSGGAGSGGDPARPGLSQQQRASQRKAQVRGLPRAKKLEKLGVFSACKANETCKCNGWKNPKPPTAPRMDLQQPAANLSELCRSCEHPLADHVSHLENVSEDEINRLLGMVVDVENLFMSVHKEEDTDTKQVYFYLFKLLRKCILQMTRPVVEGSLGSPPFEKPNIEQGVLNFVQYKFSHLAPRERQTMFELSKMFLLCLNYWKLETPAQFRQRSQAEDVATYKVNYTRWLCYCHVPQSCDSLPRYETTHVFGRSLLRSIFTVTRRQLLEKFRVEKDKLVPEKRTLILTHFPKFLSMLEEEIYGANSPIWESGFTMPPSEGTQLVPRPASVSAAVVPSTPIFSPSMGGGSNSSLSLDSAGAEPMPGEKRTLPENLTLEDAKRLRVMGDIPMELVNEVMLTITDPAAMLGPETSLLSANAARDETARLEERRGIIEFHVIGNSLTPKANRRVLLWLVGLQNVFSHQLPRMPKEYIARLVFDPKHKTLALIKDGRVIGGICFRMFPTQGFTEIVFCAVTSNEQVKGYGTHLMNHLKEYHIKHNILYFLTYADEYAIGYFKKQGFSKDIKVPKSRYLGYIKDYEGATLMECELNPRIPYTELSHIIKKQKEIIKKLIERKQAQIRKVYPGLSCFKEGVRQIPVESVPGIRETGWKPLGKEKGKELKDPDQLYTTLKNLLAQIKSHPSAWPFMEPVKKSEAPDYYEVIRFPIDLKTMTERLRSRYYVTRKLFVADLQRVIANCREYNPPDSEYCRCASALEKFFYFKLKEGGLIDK
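qHTS, 1536-well. 20nM enzyme, pH 7.5 HEPES/EDTA/Tween-20 buffer; 15 min compound preinc., RT. Start: 75uM H3(1-25), 70uM AcCoA, 50uM ThioGlo1. Read Ex340/Em540 at t=0 (autofluorescence flag) and t=20 min.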
FEN1 inhibitor: qHTS Assay for the Inhibitors of Human Flap endonuclease 1 (FEN1) | P39748 | Recombinant FEN1 flap cleavage, fluorescence, 15 min | Potency, µM (highest dose often 114 µM), inactives show at the top dose activity change, negative = inhibition, hits mostly inhibitors | hit rate 0.35% among 390,000; also: nearly all actives have a fitted effect of over 65% in size
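Compounds are tested as a concentration series against 10 nM FEN1; after a 15 min room-temperature preincubation, 50 nM substrate starts cleavage, with plate reads at 0 and 15 min. Normalized responses are fitted by a Hill equation.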
N370S GC: qHTS Assay for Inhibitors and Activators of N370S glucocerebrosidase as a Potential Chaperone Treatment of Gaucher Disease; Lysosomal acid glucosylceramidase (Homo sapiens), P04062; N370S GC spleen homogenate, 4MU-glucoside fluorescence; Potency, µM (doses to about 59.4 µM), without a hit: top-dose activity change, negative = inhibition, actives largely listed as inhibitors; hit rate 0.092% among 330,000; AID 2101, 2009;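 also: 0% = full enzyme activity and -100% = no enzyme basal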
Numbers without * were called inactive; ? = inconclusive; nt = not tested or not shown; & = joins results of further samples; [ ] = another dose, or the depositor's remark. Calls follow the shape of the dose curve; as a rule, active = well fitted curve in the direction sought with a large enough effect; inconclusive = small, poorly fitted or top-dose-only effect, or another doubt; inactive = no such curve, though single readings can be large; an effect the other way counts as inactive or inconclusive. Unless noted, % is scaled to controls: 0 for no effect and ±100 for the full control effect; potency is read from the fitted curve at half-maximal effect. A portion of the library; count on the stated rates, not on these rows.

Values in the order: KAT2A inh | FEN1 inhibitor | N370S GC
COc1ccc(CNC(=O)c2ccc(CN3CCOCC3)cc2)cc1
    -19% | 5% | -11%
Cc1ccccc1C(=O)N=c1ccn(-c2nc3ccccc3nc2NS(=O)(=O)c2ccccc2)cc1
    -12% | -8% | -3%
CCC1CCC(N2CCN(c3ccc(F)cc3)CC2)CC1 (stereo not given)
    0% | 15% | -14%
O=S(=O)(c1ccc(-c2ccccc2)cc1)N1CCOCC1
    nt | -12%&-11% | -2%
CC(C)CC(=O)N1CCN(Cc2ccc3c(c2)OCO3)CC1
    -6% | 5% | 4%
N#Cc1cc(-c2ccccc2)nc(Oc2ccccc2)n1
    -4% | -9% | 4%
CCOC(=O)N1CCC(=NNC(=O)c2cc3ccccc3cc2O)CC1
    -11% | -3% | ?
COc1cc(NC(=O)[C@@H](NC(=O)N2CCn3c2nc2ccccc23)C(C)C)cc(OC)c1
    -7% | -30% | -21%
CC1(C)C2CC=C(/C=N/n3cnnc3)C1C2 (stereo not given)
    -9% | 0% | -6%
Cc1ccc([N+](=O)[O-])cc1S(=O)(=O)NCCc1cn2ccccc2n1
    -14% | -13% | -21%
COc1ccc2c(C)c(CCC(=O)NCc3ccccc3Cl)c(=O)oc2c1C
    -2% | -2% | nt
Cc1ccc(Cl)cc1NC(=O)c1ccccc1OCC(=O)Nc1ccc(Cl)cc1
    1% | -13% | ?
CC(=O)Nc1ccc(Nc2ccc3c4c(cc(=O)n3C)-c3ccccc3C(=O)c24)cc1
    -17% | -28% | 4%
COc1ccc(CCNC(=O)C(=O)NCC2OCCCN2S(=O)(=O)c2cc(C)ccc2C)cc1 (stereo not given)
    -22% | 4% | 0%
CCN(CC)C(=O)Cn1c(=O)n(C)c2ccccc21
    -2% | -4% | -22%
Cc1c(C)c2c(c(C)c1O)CCC(C)(C(=O)O)O2 (stereo not given)
    -6% | 4% | -5%
CN(C)CCN1C(=O)C(=O)/C(=C(/O)c2ccccc2)C1c1ccccc1F (stereo not given)
    1% | 5% | 4%
CCOP(=O)(c1ccccc1)C(O)c1ccc([N+](=O)[O-])cc1 (stereo not given)
    -6% | -2% | 3%
COc1ccc(CCNC(=O)CCC(=O)NC2CCCCC2)cc1OC
    6% | 5% | 5%
Cc1ccc(-c2cc(=O)c3ccc(Cl)cc3[nH]2)cc1
    -11%[88.6 µM] | -6% | -7%[89.1 µM]
O=C(O)c1ccccc1C(=O)OCCc1cc2ccccc2c(=O)o1
    -5% | 1% | nt
CCSc1nnc(NC(=O)[C@@H](NC(=O)c2ccccc2F)C(C)C)s1
    -9% | 3% | ?
CCOc1ccc(-c2cc(CCCC(=O)NCCc3ccccc3)no2)cc1
    0% | -5% | 12%
Cc1cccc(CCNC(=O)c2cc3c(=O)[nH]c4ccc(C)cc4c3s2)c1
    1% | -8% | nt
O=c1c2ccccc2nc(SCc2nnc(-c3ccccc3Br)o2)n1-c1ccccc1
    3% | -16% | 25%
CCOc1ccc(CCNC(=O)CSc2nnnn2C)cc1OCC
    -10% | 12% | 14%
CCCCNC(=O)c1ccc(CS(=O)(=O)Cc2ccccc2F)o1
    2% | -16% | -7%
CCOc1c(Cl)cc(CNC(C)(C)CC(C)(C)C)cc1OC
    -15% | 2% | -4%
CC1CCCC(NC(=O)COC(=O)c2cc(=O)[nH]c3ccccc23)C1C (stereo not given)
    -1% | -19% | nt
Cc1nc2nc(CNC(=O)c3cccc(F)c3)nn2c(C)c1CCC(=O)Nc1cccc(Cl)c1
    -13% | 2% | nt

Entries of single compounds, quoted from the list:
COc1ccc(CCNC(=O)C(=O)NCC2OCCCN2S(=O)(=O)c2cc(C)ccc2C)cc1 (stereo not given) across the screens: KAT2A inh = -22%; FEN1 inhibitor = 4%; N370S GC = 0%
COc1ccc(CCNC(=O)CCC(=O)NC2CCCCC2)cc1OC across the screens: KAT2A inh = 6%; FEN1 inhibitor = 5%; N370S GC = 5%

Continued:
Values in the order: KAT2A inh | FEN1 inhibitor | N370S GC
COc1ccccc1OCC(=O)N(Cc1cccs1)C1CCS(=O)(=O)C1 (stereo not given)
    -2% | -5% | nt
O=C(CN(C1CCCCC1)S(=O)(=O)c1ccccc1)NCc1cccnc1
    -1% | -8% | ?
Cc1cc(C)c(S(=O)(=O)N2CCCC(C(=O)NC3CCCC3)C2)c(C)c1 (stereo not given)
    -8% | 1% | -6%
O=C(Cc1ccccc1)N[C@@H](Cc1ccccc1)c1nc2ccccc2[nH]1
    -3% | 2% | 4%
CCOC(=O)c1cccc(NC(=O)C2CCCN(S(=O)(=O)c3cc(Br)cc4c3N(C(=O)CC)CC4)C2)c1 (stereo not given)
    -3% | -2% | nt
CCCC(CCC)C(=O)Nc1ccc2c(c1)N(C(=O)CCN1CCN(C)CC1)c1ccccc1CC2
    -5% | 1% | -29%
Cc1cc(C)c(C(=O)Nc2ccccc2)c(SCC(=O)Nc2ccc(Br)cc2C)n1
    -2% | 25% | nt
CC(=O)c1cccc(NC(=O)c2ccccc2N(C)S(=O)(=O)c2ccc(C)cc2)c1
    1% | -6% | -4%
Cc1ccccc1CC(=O)Nc1cccnc1
    5% | 3% | -11%
CC(NC(=O)CCNC(=O)c1ccco1)c1ccccc1 (stereo not given)
    -16% | 31% | -17%
COCCCNC(=O)C1CC(=O)N(Cc2ccc(OC)cc2)C1 (stereo not given)
    54%[activator] | 0% | 7%
CCOc1cc(C(=O)NC2=NCCS2)cc(OCC)c1OCC
    -6% | -10% | -4%
Cc1ccc(C(=O)CSc2nnc(-c3ccncc3)n2C)cc1
    -1% | 10% | -15%
CCCCOCP(=O)(CC)COCCCC
    -6% | 7% | -7%
Cc1cnc(C(=O)OCC(=O)NC2CCCCC2)cn1
    -2% | 29% | 0%
CC(C)(C)NC(=O)c1ccc(COc2ccc(Cl)cc2Cl)o1
    -36% | -26% | -7%
C=CCN(c1ccccc1)S(=O)(=O)c1cccc(C(=O)NCC2CCCO2)c1 (stereo not given)
    2% | 1% | -7%
N#CCCn1c(=O)c(-c2ccccc2)nc2cnc(Nc3ccccc3)nc21
    -3% | nt | -9%
CCOC(=O)C1CCN(C(=O)CSc2nc(N)cc(=O)[nH]2)CC1
    -3% | 11% | -2%
O=C(O)CCC(=O)N1CCN(c2nc(-c3ccccc3)c3cc(Br)ccc3n2)CC1
    -1% | 10% | -14%
COC(=O)c1ccc(CSc2nnc(-c3ccccc3)n2C)o1
    -3% | -7% | -1%
CCOC(=O)N1CCC(NS(=O)(=O)c2ccc3c(c2)CCN3C(C)=O)CC1
    -2% | 10% | 7%
CCN(C(=O)C1CCCCC1)c1nnc(-c2cccnc2)s1
    -1% | 0% | 5%
CCC(CO)NCC#Cc1ccccc1 (stereo not given)
    0% | 1% | -3%
COc1cccc(-c2nc(CS(=O)(=O)CC(=O)N3CCCCC3)c(C)o2)c1
    -1% | -1% | -2%
CCOC(=O)C1CCN(c2c(NCc3ccc(C(=O)N(C)Cc4ccccc4)cc3)c(=O)c2=O)CC1
    -6% | -1% | -3%
Cn1c(=O)c(-c2ccc(F)cc2)nc2cnc(Oc3ccccc3)nc21
    -13% | nt | -20%
O=Cc1ccc(OC(=O)c2cc(Cl)nc3ccccc23)cc1
    -7% | -2% | 1%
CC(=O)NC(C)C(=O)OCC(=O)c1ccc(Cl)s1 (stereo not given)
    -1% | -4% | -3%
Cn1c(C(=O)N2CCCc3ccccc32)cc2sccc21
    -13% | -2% | 10%
COc1cc(OC)cc(C(=O)Nc2ccc3nc4n(c(=O)c3c2)CCCCC4)c1
    -10%&-15% | 16%&-4% | 5%
CCCCn1c(N)c(N(CC(C)C)C(=O)C2CC(=O)N(Cc3ccccc3)C2)c(=O)[nH]c1=O (stereo not given)
    -2% | 6% | 1%
COc1ccccc1N1CCN(c2cnccn2)CC1
    -14% | -12% | -12%
Cc1ccc(NC(=S)N(CCN(C)C)C(C)c2ccco2)cc1Cl (stereo not given)
    -20% | -6% | -1%
Cn1c(=O)n(C)c2cc(C(=O)Nc3ccc(Br)cc3)ccc21
    22% | -5% | -29%
CCn1c(SCC(=O)Nc2nnc(C)s2)nnc1-c1ccco1
    -1% | 4% | 3%
Cc1cc2n(n1)CCCN2C(=O)Nc1ccc(F)c(Cl)c1
    12% | -3% | nt
NCc1ccccc1CC(=O)N[C@@H]1C(=O)N2C(C(=O)O)=C(CSc3nnnn3CC(=O)O)CS[C@@H]12
    -3%[21.4 µM] | nt | 6%[21.6 µM]
CC(C)c1ccc(CN(C)C(=O)c2ccc(S(=O)(=O)NCc3ccco3)cc2)cc1
    0% | -26% | nt
Nc1nc2ccc(Oc3ccccc3)cc2s1
    -4% | 4% | 2%
CCCCc1ccc(NC(=S)NCCc2ccc(F)cc2)cc1
    -12% | -14% | 5%
Cc1cc(C(=O)CSc2nc(N)cc(=O)[nH]2)ccc1F
    1% | 14% | -11%
CCOC(=O)c1sc2cc([N+](=O)[O-])cc(SCC(C)C)c2c1N
    2% | 5% | 1%
CC1(C)CC(NCc2ccccc2)CCO1 (stereo not given)
    -5% | 3% | -4%
O=C(c1nc2ccccn2c1CN1CCCC(O)C1)N1CCN(C2CCCCC2)CC1 (stereo not given)
    -1% | 18% | -1%
OCC1(O)OC[C@@H](O)[C@H]1O (stereo not given in full)
    -2% | 18% | -6%
CN(C)CCCN(C(=O)c1ccc(S(=O)(=O)N(C)C)cc1)c1nc2ccc(F)cc2s1
    -3% | 12% | -6%
c1ccc(-c2nc(C3CCCCC3)no2)cc1
    -3% | -7% | 5%
NNC(=O)c1ccc(COc2ccccc2)cc1
    0% | -5% | -18%
CCCCN(CCCC)CC(O)COc1ccc(Br)cc1 (stereo not given)
    13% | 6% | -17%
Cc1ccc(NC(=O)c2ccc3nc(Cc4ccccc4)oc3c2)cc1F
    -6% | -8% | nt
CC(C)[C@H](NC(=O)c1ccc([N+](=O)[O-])cc1Cl)C(=O)N1CCN(C/C=C/c2ccccc2)CC1
    3% | -12% | nt
CCCCCC(=O)Nc1cc2[nH]c(=O)cc(COC)c2cc1C
    -5% | -11% | 17%
C=CCOC(=O)C1C(=O)CC(C)(O)C(C(=O)OCC=C)C1c1ccc(OCC)cc1 (stereo not given)
    -8% | 0% | 17%
Cc1ccc(C(=O)NC(=S)Nc2nc(-c3cccc([N+](=O)[O-])c3)cs2)c(Cl)c1
    -3% | 15% | 10%
O=CNCCCc1nc2ccccc2n1Cc1cccc2ccccc12
    -4% | -18% | 1%
Clc1cccc(Cl)c1Cn1c(-c2cccnc2Cl)nc2ccccc21
    -7% | -10% | -4%[12.8 µM]
COc1ccc(NC(=O)COC(=O)C2CC2)cc1S(=O)(=O)N1CCCCC1
    1% | 13% | nt
O=C(Nc1ccc(Br)cc1Cl)c1ccc(OCC2CCCO2)cc1 (stereo not given)
    -22% | -6% | nt
Cc1oc2c(c1C(=O)NCc1cc(C(=O)O)co1)CCCC2
    -1% | -5% | 3%

Exported as labelled records: part of the list above.
molecule: CCCCN(CCCC)CC(O)COc1ccc(Br)cc1 (stereo not given)
  KAT2A inh = 13%; FEN1 inhibitor = 6%; N370S GC = -17%
molecule: O=C(Nc1ccc(Br)cc1Cl)c1ccc(OCC2CCCO2)cc1 (stereo not given)
  KAT2A inh = -22%; FEN1 inhibitor = -6%; N370S GC = nt
molecule: CN(C)CCCN(C(=O)c1ccc(S(=O)(=O)N(C)C)cc1)c1nc2ccc(F)cc2s1
  KAT2A inh = -3%; FEN1 inhibitor = 12%; N370S GC = -6%

(list continues)
Values in the order: KAT2A inh | FEN1 inhibitor | N370S GC
CC[N+](CC)(CCNC(=O)C(=O)NCC[N+](CC)(CC)Cc1ccccc1Cl)Cc1ccccc1Cl
    1%&-10% | nt | 2%&-9%
Cc1cccc(OC(=O)CCN2C(=O)C3C4C=CC(C5CC45)C3C2=O)c1C (stereo not given)
    15% | 8% | -1%
C=CCn1c2ccccc2c(=O)c2cc(C#Cc3cc(OC)cc(OC)c3)ccc21
    -7% | -4% | nt
CCC(C)n1c(SCC(=O)NC2CCCC2)nc2ccccc2c1=O (stereo not given)
    2% | -13% | 2%
CC(Oc1ccc2c3c(c(=O)oc2c1)CCC3)C(=O)NCC1CCC(C(=O)O)CC1 (stereo not given)
    -14% | 10% | 6%
CCC(C)(C)NC(=O)c1ccc2c(c1)N(CC(=O)NC1CCCC1)C(=O)C(C)(C)O2
    -3% | 12% | 1%
N#Cc1c(NCCCO)nc(-c2ccccc2)c2c1CCCC2
    -15% | -5% | 2%
Cn1c(=O)c2c(SCC(=O)N3CCCc4ccccc43)nc(C3CC3)nc2n(C)c1=O
    -5% | -3% | 7%
Cc1ccc(S(=O)(=O)N(Cc2ccc(Cl)cc2)c2ccccc2C(=O)O)cc1
    1% | -1% | 1%
O=C(CN1CCN(c2ccccc2)CC1)NCc1ccc(F)cc1
    -16% | -3% | -10%

Assay outcomes (PubChem BioAssay)
